# MrgX1 antag: antagonists of human MrgX1 receptor; Q96LB2; AID 588676; MRGX1-HEK293 calcium flux, Fluo-4, BAM8-22 antagonism; hits give low values; B-score at 10 µM; 310,000 tested, 1.3% active;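 active = calcium-response B-score plate-corrected more than 3 library SD below zero, starting fluorescence within 5 deviations, no agonist response on first addition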;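 note: peak minus trough fluorescence over baseline after final BAM8-22 challenge near maximal dose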
# TRPC4 inh: TRPC4 (mouse) channel inhibition; HEK293 TRPC4beta/mu-opioid, DAMGO-evoked Fluo4 calcium flux; hits give low values; 300,000 tested, 0.39% active; Q9QUQ5; AID 2247; B-score at 10 µM;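 active = B-score over 3 SD under the library average, no early fluorescence shift, positive overall ratio signal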
# Target sequence (Q9QUQ5 whole entry, looked up): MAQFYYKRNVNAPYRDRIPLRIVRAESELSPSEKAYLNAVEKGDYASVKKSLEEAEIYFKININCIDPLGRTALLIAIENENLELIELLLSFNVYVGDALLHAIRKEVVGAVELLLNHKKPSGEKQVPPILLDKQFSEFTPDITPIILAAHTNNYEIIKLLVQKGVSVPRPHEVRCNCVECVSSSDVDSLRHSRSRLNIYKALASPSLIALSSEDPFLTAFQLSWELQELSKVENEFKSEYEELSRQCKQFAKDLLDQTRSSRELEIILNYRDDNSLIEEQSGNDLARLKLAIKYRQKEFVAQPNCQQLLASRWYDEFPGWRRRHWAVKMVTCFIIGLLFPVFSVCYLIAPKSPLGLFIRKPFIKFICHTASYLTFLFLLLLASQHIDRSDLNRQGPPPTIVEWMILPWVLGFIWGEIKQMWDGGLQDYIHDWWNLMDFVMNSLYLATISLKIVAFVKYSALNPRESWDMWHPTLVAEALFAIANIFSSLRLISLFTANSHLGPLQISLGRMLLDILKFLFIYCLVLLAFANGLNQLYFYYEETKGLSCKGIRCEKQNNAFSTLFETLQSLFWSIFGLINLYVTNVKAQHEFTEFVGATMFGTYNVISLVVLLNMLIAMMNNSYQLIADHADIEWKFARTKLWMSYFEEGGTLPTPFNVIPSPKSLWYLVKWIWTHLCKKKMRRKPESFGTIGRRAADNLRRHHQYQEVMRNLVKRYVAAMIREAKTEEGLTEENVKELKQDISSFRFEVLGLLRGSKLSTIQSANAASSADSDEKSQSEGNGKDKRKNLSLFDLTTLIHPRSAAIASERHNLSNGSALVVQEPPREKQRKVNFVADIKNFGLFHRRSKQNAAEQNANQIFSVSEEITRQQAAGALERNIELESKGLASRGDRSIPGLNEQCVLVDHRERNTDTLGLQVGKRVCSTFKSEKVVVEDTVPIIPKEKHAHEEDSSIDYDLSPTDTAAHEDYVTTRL
#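 Material: HEK293 cells with stable TRPC4beta plus mu-opioid receptor expression; probe or stimulus: DAMGO in two steps, submaximal then maximal; technique: Fluo4 calcium fluorescence by kinetic imaging, 5 s 1 Hz baseline; measure: integrated fluorescence ratio relative to baseline, converted to per-well B score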
# TRPC6 inhibitor: mouse TRPC6 channel inhibition; HEK293-TRPC6, membrane potential dye, ACh-evoked depolarization; hits give low values; AID 2553; 310,000 tested, 1.1% active; B-score at 10 µM; Q61143;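 active = B-score under library mean minus 3 SD, initial fluorescence not abnormally high, positive integrated signal ratio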;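 note: B-score derived from integrated fluorescence ratio over the kinetic read; more negative B-score means stronger inhibition of depolarization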
# MrgX1 PAM: human MrgX1 positive allosteric modulation, primary screen; Q96LB2; B-score at 10 µM; MrgX1-HEK293, Fluo-4 calcium flux, FDSS; hits give high values; AID 588675; 310,000 tested, 0.63% active;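 active = plate-corrected calcium response at least 3 library SD above typical, normal starting fluorescence, not activating the receptor alone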;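 note: compound read alongside a low EC10 to EC30 dose of BAM8-22 agonist; peak minus trough fluorescence over baseline measured at the second addition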
# TRPC4 PAM: TRPC4 (mouse) allosteric potentiation; Q9QUQ5; HEK293 TRPC4beta/mu-opioid, DAMGO EC20, Fluo-4 Ca2+ flux; hits give high values; B-score at 10 µM; 310,000 tested, 0.42% active; AID 2227;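 active = B-score of calcium response area above 5 SD of library B-scores, with initial fluorescence ratio within 5 SD of library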;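 note: B-score of integrated fluorescence ratio over time as area under calcium response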
# TRPC6 act: activators of mouse TRPC6 channel | 310,000 tested, 0.13% active | Q61143 | B-score at 10 µM | HEK293-TRPC6 membrane potential dye fluorescence; hits give high values;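 active = B-score of the integrated fluorescence ratio above library mean plus 3 SD, and starting fluorescence ratio within library mean plus 5 SD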;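 note: higher score means more depolarization so channel activation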
# MrgX1 ag: activates human MrgX1 receptor signaling; B-score at 10 µM; MrgX1-HEK293 cells, Fluo-4 calcium fluorescence, agonist mode; hits give high values; Q96LB2; 310,000 tested, 0.44% active; AID 588627;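 active = calcium response B-score plate-corrected fluorescence ratio at least 3 library SD, with starting fluorescence B-score inside 5 SD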
#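 Test system: HEK293 cells stably expressing human MrgX1 receptor; Input: fifteen thousand cells per well; Dosing: compound delivered in addition one of three; Schedule: overnight seeding, then 1 h dark dye loading; Technique: Fluo-4 NW calcium fluorescence; Measure: B-scored fluorescence response ratio; Controls: positive and negative controls per plate.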
# HIF activator: HIF pathway transcriptional activation; U2OS HRE-luciferase reporter, luminescence; normalized: DMSO 0%, desferrioxamine 100%; activation, % at 7.5 µM (by protocol); 300,000 tested, 0.32% active; AID 1910;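 active = mean activation of at least 10% of the iron chelator positive control signal, with at least half of replicates also reaching 10%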
# PolyA inh: yeast polyadenylation inhibition. S. cerevisiae SKY197-pL101 polyadenylation reporter, beta-gal luminescence; efflux-impaired pdr1/pdr3 knockout yeast; score 100 = 6 SD above DMSO. calls only at 12 µM. 300,000 tested, 0.02% active. AID 1875;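 active = lowest replicate activity score at least 50, where 100 means six control SD above control mean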;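 note: yeast exposed to compound for 9 h at 30 °C; higher score means more reporter readthrough which indicates perturbed polyadenylation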
# TRPC4 agonist: opens the mouse TRPC4 cation channel; 310,000 tested, 0.49% active; HEK293 TRPC4beta/mu-opioid, Fluo4 calcium fluorescence; hits give high values; Q9QUQ5; B-score at 10 µM;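 active = B-score above 5 SD of library B-scores, and initial fluorescence ratio not above library mean plus 5 SD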;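 note: positive B-score marks a calcium rise read as TRPC4 activation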
#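 system = HEK293 cells stably co-expressing mouse TRPC4beta and mu-opioid receptor | schedule = Fluo4 dye loading 45 min at room temperature, 110 s recording | measure = B-scored integrated calcium fluorescence ratio | signal = Fluo4 calcium-sensitive dye fluorescence, kinetic, 1 Hz baseline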
# AI-2 QS modul: modulates the Vibrio harveyi AI-2 quorum sensing system. activity change, % at 7.5 µM. 300,000 tested, 0.4% active. Vibrio harveyi JMH597 AI-2 luminescence/OD600 ratio, 9 h; hits give low values; strain lacks LuxN and CqsS sensors; 0 = neutral-control median; in the data active = activity change below about -75%, passing the limit was not always enough;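 note: luminescence divided by OD600 gain over 9 h not by final OD600 alone; inactives centre near 13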
# * marks the source's active call; other numbers are inactive results; i = inactive; . = no result given. An excerpt (hit frequency here may not be typical).
Molecule | MrgX1 antag | TRPC4 inh | TRPC6 inhibitor | MrgX1 PAM | TRPC4 PAM | TRPC6 act | MrgX1 ag | HIF activator | PolyA inh | TRPC4 agonist | AI-2 QS modul
O=C(Nc1cccc(Cl)c1)N1CCN(c2ncccn2)CC1 | i | i | i | i | i | i | i | 0.5 | i | i | 17
COC(=O)N1[C@H](Cc2ccccc2)C=C[C@]1(C)C(=O)NCc1ccccn1 | i | i | i | i | i | i | i | -1.1 | . | i | 1
Cc1cccc(C(=O)Nc2ccc3c(c2)ncn3C)c1 | i | i | i | i | i | i | i | 2.1 | . | i | 15
Cn1c2ccccc2c(=O)c2c(=O)n(Cc3ccco3)c(-c3ccc(C(C)(C)C)cc3)nc21 | i | i | i | i | i | i | i | -0.2 | i | i | 13
Cc1ccc(-c2cc(Cc3ccc(N(C)C)cc3)c(=O)[nH]n2)cc1 | i | i | i | i | i | i | i | 0.6 | i | i | 0
COC(=O)[C@H](CC(C)C)NC(=O)N1CCC(C)CC1 | i | i | i | i | i | i | i | -0.1 | i | i | 19
Cc1nn(-c2ccccc2)c(Cl)c1/C=N/NC(=O)c1cccnc1 | i | i | i | i | i | i | i | 0.8 | i | i | -4
O=C(NC(Cc1c[nH]c2ccccc12)C(=O)N1CCOCC1)c1cccs1 (stereo not given) | i | i | i | i | i | i | i | 0.2 | i | i | 51
Cc1[nH]c(=S)sc1Cc1ccc(Cl)c(Cl)c1 | i | i | i | i | i | i | i | 0.1 | i | i | -7
O=C(O)c1ccc(S(=O)(=O)NCc2cccnc2)cc1 | i | i | i | i | i | i | i | 2.0 | i | i | 8
Nc1nnc(N)c2ccccc12 | i | i | i | i | i | i | i | -0.5 | . | i | 11
Cc1cc(C)n2nc(C(=O)NCc3ccccc3)nc2n1 | i | i | i | i | i | i | i | 0.0 | i | i | 14
O=C(C1=C(O)C(=O)N(CCc2ccccc2)C1c1cccnc1)c1ccco1 (stereo not given) | i | i | i | i | i | i | i | 0.4 | i | i | 32
O=C(CCSc1ccccc1)Nc1ccccc1Br | i | i | i | i | i | i | i | 3.7 | i | i | 20
O=C(CSc1nnc(CNC(=O)c2ccccc2)o1)c1ccccc1 | i | i | i | i | i | i | i | 0.0 | i | i | -2
COc1cc(C(=O)NCC(=O)N/N=C/c2ccccn2)cc(OC)c1OC | i | i | i | i | i | i | i | -0.1 | i | i | 16
CC1(C)CC(=O)C(C=NCCc2ccc(S(N)(=O)=O)cc2)=C(O)C1 | i | i | i | i | i | i | i | -0.1 | i | i | 24
COC(=O)CCCN1C(=O)c2cccc3cccc(c23)C1=O | i | i | i | i | i | i | i | -0.4 | i | i | 4
Cc1cc(C)c(C)c(S(=O)(=O)NNC(=O)c2cccc(S(=O)(=O)N3CCOCC3)c2)c1C | i | i | i | i | i | i | i | -0.1 | i | i | 20
NC(=O)c1cc(C(=O)Cc2ccccc2)c[nH]1 | i | i | i | i | i | i | i | -3.5 | i | i | 15
CCC(=O)NC(=S)Nc1ccc(NC(=O)c2ccco2)cc1 | i | i | i | i | i | i | i | 1.9 | i | i | 9
CC1(CCc2ccccc2)NC(=O)N(CC(=O)N2CC(=O)Nc3ccccc32)C1=O (stereo not given) | i | i | i | i | i | i | i | 0.0 | i | i | -6
Cn1c(C(C(=O)NCC2CCCO2)N(CCc2ccccc2)C(=O)Cn2nnc3ccccc32)nc2ccccc21 (stereo not given) | i | i | i | i | i | i | i | -0.2 | i | i | 17
Cc1ccc(NC(=O)CS(=O)CC(=O)N(C2CCCC2)C(C)C(=O)NC2CCCCC2)cc1 (stereo not given) | i | i | i | i | i | i | i | -0.2 | i | i | -1
CCCCn1nnc(NC(=O)CC23CC4CC(CC(C4)C2)C3)n1 | i | i | i | i | i | i | i | -0.7 | i | i | 41
Cc1cc(C)c(S(=O)(=O)c2c(C)cccc2C)c(OCC(C)C)n1 | i | i | i | i | i | i | i | -0.5 | i | i | 6
Cc1ccc2sc(C)[n+](CCCS(=O)(=O)[O-])c2c1 | i | i | i | i | i | i | i | -0.3 | i | i | 11
COc1cc(NC(=O)C2CC(=O)N(Cc3ccco3)C2)cc(OC)c1 (stereo not given) | i | i | i | i | i | i | i | -0.1 | i | i | 19
O=C(C1=C[C@H](c2ccc(Br)cc2)C[C@H](OCCCCO)O1)N1CCN(Cc2ccccc2)CC1 | i | i | i | i | i | i | i | 0.1 | i | i | 7
O=C(O)c1ccccc1-c1nc(-c2ccccc2)c(-c2ccccc2)[nH]1 | i | i | i | i | i | i | i | 0.7 | i | i | 7
CCCCc1cc(=O)oc2cc(OCc3nn[nH]n3)c(Cl)cc12 | i | i | i | i | i | i | i | -0.5 | i | i | 6
C/C(=N\NC(=O)c1cccnc1)c1cc2ccccc2o1 | -7.6* | i | i | i | i | i | i | 0.4 | i | i | 7
CCO[C@@H]1OC(C(=O)NC2CC2)=C[C@H](C)[C@H]1CCCO | i | i | i | i | i | i | i | -0.9 | i | i | 22
CC(C)CCn1cnc2c([nH]c3cccc(Cl)c32)c1=O | -5.8* | i | i | i | i | i | i | 1.0 | . | i | 21
Cc1cccn2c(=O)nc(SCC(=O)NCc3ccc(F)cc3)nc12 | i | i | i | i | i | i | i | 0.0 | i | i | 21
Cc1cc(C)n2nc(SCC(=O)N(C(C)C)C(C)C)nc2n1 | i | i | i | i | i | i | i | -0.5 | i | i | 28
COCC(C)n1c(C)cc(C(=O)CSc2cc(C)c3ccccc3n2)c1C (stereo not given) | i | i | i | i | i | i | i | -0.1 | i | i | 26
COc1ccc2c(c1)C(SCC(=O)NCCc1ccc(Cl)cc1)CC(C)(C)O2 (stereo not given) | i | i | i | i | i | i | i | -0.4 | i | i | 3
CCOc1ccccc1C1CC(=O)Nc2cc(C)c(C)cc21 (stereo not given) | i | i | i | i | i | i | i | 1.5 | i | i | 24
CCOc1ccc(CN2CCNC(=O)C2CC(=O)N(C)C2CCCCC2)cc1 (stereo not given) | i | i | i | i | i | i | i | 0.2 | i | i | 33
COc1cc2c(=O)n(CCCC(=O)NCC3CCCO3)c(=O)n(CC(=O)c3ccc(F)cc3)c2cc1OC (stereo not given) | i | i | i | i | i | i | i | -0.1 | i | i | 17
CCCN1CCN(CCCNC(=O)c2cc3c(=O)[nH]c4ccccc4c3s2)CC1 | i | i | i | i | i | i | i | 0.4 | i | i | 22
CCOc1cc(/C=N/NC(=O)COc2ccc(C)cc2)ccc1OC(=O)c1cccs1 | i | i | i | i | i | i | i | 0.2 | i | i | 3
Cc1csc(C2=C(O)CN(CCc3ccccc3)C2=N)n1 | i | i | i | i | i | i | i | . | i | i | 34
CC(C)NC(=O)/C(=C/c1cn(-c2ccccc2)nc1-c1cccc([N+](=O)[O-])c1)NC(=O)c1ccccc1 | i | i | i | i | i | i | i | -0.4 | i | i | 1
CC(C)(C)c1ccc(C(=O)Nc2ccc(NC(=O)C(=O)O)cc2)o1 | i | i | i | i | i | i | i | -0.6 | i | i | 20
O=C(NCCCN1CCOCC1)c1ccc(Cl)s1 | i | i | i | i | i | i | i | 0.3 | i | i | 10
COc1cc(OC)c(/C=N/NC(=O)c2ccc(NC(C)=O)cc2)cc1Br | . | i | i | . | i | i | . | 0.7 | i | i | 10
Cc1ccc(CN2CCSc3sccc3C2=O)cc1 | i | i | i | i | i | i | i | -0.3 | i | i | 25
COc1ccc(-n2c(C(C)(C)C)csc2=Nc2c(C)n(C)n(-c3ccccc3)c2=O)cc1 | i | i | i | i | i | i | i | -0.3 | i | i | 14
CSc1ccc(/C=N/NC(=O)c2cccc(O)c2)cc1 | i | i | i | i | i | i | i | 2.5 | i | i | -54
O=C(NCCc1c[nH]c2ccccc12)C1CCCN(S(=O)(=O)c2ccccc2)C1 (stereo not given) | i | i | i | i | i | i | i | 1.2 | i | i | 9
CC(NC(=O)c1csc2ccccc12)C1CCCO1 (stereo not given) | i | i | i | i | i | i | i | 1.5 | i | i | 16
O=C1C2CC(O)CN2C(=S)N1Cc1ccccc1 (stereo not given) | i | i | i | i | i | i | i | -0.7 | i | i | 0
COC(=O)c1ccccc1NC(=O)c1cccc(NC(=O)C(C)C)c1 | i | i | i | i | i | i | i | 0.1 | i | i | 16
Cc1cccc(-n2cnc3cc([N+](=O)[O-])ccc32)c1 | i | i | i | 8.2* | i | i | i | 1.1 | i | i | 25
Cc1cc(C)cc(C(=O)N2CCC3(CC2)NCCc2[nH]cnc23)c1 | i | i | i | i | i | i | i | -0.1 | i | i | 28
O=C(CO/N=C/c1ccccc1OC(F)F)NC1CCCC1 | i | i | i | i | i | i | i | 0.0 | i | i | 15
CCn1c(CCCNC(=O)c2cccs2)nc2ccccc21 | i | i | i | i | i | i | i | -0.3 | i | i | 8
CCOC(=O)C1=C(O)/C(=C/c2ccc(OCC(=O)O)c(OCC)c2)SC1=Nc1ccccc1 | i | i | i | i | i | i | i | -0.1 | i | i | 4

# Next section:
Molecule | MrgX1 antag | TRPC4 inh | TRPC6 inhibitor | MrgX1 PAM | TRPC4 PAM | TRPC6 act | MrgX1 ag | HIF activator | PolyA inh | TRPC4 agonist | AI-2 QS modul
COc1cc2c(cc1OC)CN(c1ccc([N+](=O)[O-])cc1Cl)CC2 | i | i | i | i | i | i | i | 0.0 | i | i | 27
CCCCSc1oc(-c2ccco2)nc1S(=O)(=O)c1ccccc1 | i | i | i | i | i | i | i | -0.7 | i | i | 8
CCCCCC(=O)Nc1ccc(C(=O)COC(=O)Cn2cnc3c2c(=O)n(C)c(=O)n3C)cc1 | i | i | i | i | i | i | i | 0.2 | i | i | 28
O=C(CSc1nc2ccccc2n1CCc1ccccc1)NC1CC1 | i | i | i | i | i | i | i | -0.3 | i | i | 3
COc1ccc(C[C@H]2CN3C(=NC[C@H]3C)N2CCNC(=O)c2ccc(C)c(Br)c2)cc1 | i | i | i | i | i | i | i | 0.3 | i | i | 4
Cc1ccc(N(C(C)C(=O)O)S(=O)(=O)c2c(C)n[nH]c2C)cc1 (stereo not given) | i | i | i | i | i | i | i | -0.1 | i | i | -3
COc1cc2c(cc1OC)CN(C(=O)c1cc(Cl)nc(Cl)c1)CC2 | i | i | i | i | i | i | i | -1.4 | i | i | 16

# Compound activity deposited in PubChem BioAssay by several laboratories.
